# Screening data as filed in PubChem.
# INS promoter inh: TRM-6 insulin promoter activity inhibition; hit rate 0.9% among 130,000; inhibition, % at 2 µM; TRM-6 cells (human fetal islet line), insulin promoter-eGFP reporter, imaging; reporter expression induced with tamoxifen;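 active = inhibition above the mean plus 3 SD, with well images judged a real hit on visual review, cut at about 60% in these data, passing the limit was not always enough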
# sdo1 growth: sdo1-depleted yeast growth rescue | S. cerevisiae sdo1-depleted JHY4D growth rescue, OD600 30 h; stronger effect = higher value; pdr5 snq2 efflux-pump mutant strain | z-score at 10 µM | hit rate 0.21% among 140,000 | AID 817;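 active = z-score above 3 at both the 24 hr and the 30 hr optical density reads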;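 note: z-score against mean and SD of all compound wells on the same plate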
# sdo1 growth Rescue 24 h: recorded beside sdo1 growth, whose call it bears; z-score; S. cerevisiae sdo1-depleted JHY4D growth rescue, OD600; measured here: growth rescue at 24 h;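 0 is the plate mean of compound wells and units are plate SD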
# Active calls of the source: *; / = not tested or not shown.
SMILES,INS promoter inh,sdo1 growth,sdo1 growth Rescue 24 h
Cc1cc(OCCCC(=O)NCCN2C(=O)S/C(=C\c3cccnc3)C2=O)ccc1Cl,-16,-0.58,-0.69
CCCC(=O)Nc1ccc(Cl)c(NC(=S)NC(=O)c2cc3ccccc3o2)c1,-17,-0.4,0.39
CCCCCNC(=O)C1CCC(Cn2c(=S)[nH]c3ccccc3c2=O)CC1 (stereo not given),29,/,/
O=C1NC(N2CCOCC2)=N/C1=C/c1ccc2c(c1)OCO2,-20,/,/
COc1ccccc1C(=O)Nn1c(-c2cccs2)nc2ccccc2c1=O,-3,-0.57,-0.38
Cc1ccc2cc(C)c(NCCO)nc2c1,46,0.7,0.8
O=C1CS/C(=C\S(=O)(=O)c2ccc(Cl)cc2)N1,18,0.15,-0.42
COc1ccc(/C=C2/N=C(SCC(=O)Nc3cc(C)on3)N(c3ccccc3)C2=O)cc1,-7,0.09,2.3
COc1cc(NC(=O)CN(c2ccc(C)cc2)S(=O)(=O)c2c(C)nn(C)c2C)cc(OC)c1,/,-0.79,-1.5
CCCCSc1nnc([C@H](C)NC(=O)OC(C)(C)C)o1,-14,0.3,0.84
Cc1cccc(C)c1-n1nnnc1C1(Nc2ccccc2)CCCCC1,-4,-2.1,-1.8
Cc1c(NC(=O)C(C)OC(=O)c2ccc(Cl)nc2)c(=O)n(-c2ccccc2)n1C (stereo not given),14,0.2,-0.25
O=S(=O)(c1cccc(Cl)c1Cl)N1CCCCC1,19,-0.24,-0.44
O=C1c2ccccc2C(Nc2ccc(S(=O)(=O)N3CCOCC3)cc2)N1c1cccnc1 (stereo not given),/,0.87,0.86
CC(=O)NCCN1C(=O)S/C(=C\c2cccs2)C1=O,35,/,/
C=CCn1c(=O)c2ccc(C(=O)NCc3ccccc3)cc2n(Cc2ccc(Cl)cc2)c1=O,/,-1.4,-0.88
Cc1cc(Cl)ccc1NC(=O)C1CCCN1C(=O)c1cccs1 (stereo not given),-34,0.75,0.54
O=C1CCC/C(=N\NC(=O)c2ccc(NS(=O)(=O)c3ccc(Br)cc3)cc2)C1,21,1.2,1.3
COc1ccc(OC)c(NC(=O)c2sc3nc(Cc4ccccc4)cc(C(F)(F)F)c3c2N)c1,10,1.1,4.3
O=c1c2ccc(Cl)cc2[nH]c(=S)n1CCC1=CCCCC1,-11,0.59,0.73
Cc1cc(C)c2c(=O)[nH]c(SCC(=O)Nc3ccc(N(C)C)cc3)nc2n1,31,0.88,-1
CCc1ccc(C2=C/C(=C/c3cccnc3)C(=O)O2)cc1,-17,-1.3,-1.1
CCOC(=O)C1CCN(C(=S)Nc2ccc(Cl)cc2C)CC1,33,/,/
CCCOc1ccc2[nH]cc(C(=O)O)c(=O)c2c1,/,1.3,1.8
Cc1ccsc1/C=N/NC(=O)CC(=O)NCC(C)C,11,/,/

# Reprinted at random: three entries already listed
SMILES,INS promoter inh,sdo1 growth,sdo1 growth Rescue 24 h
CCOC(=O)C1CCN(C(=S)Nc2ccc(Cl)cc2C)CC1,33,/,/
Cc1ccc2cc(C)c(NCCO)nc2c1,46,0.7,0.8
CCc1ccc(C2=C/C(=C/c3cccnc3)C(=O)O2)cc1,-17,-1.3,-1.1

# Full records, quoted from the list.
# `O=C1c2ccccc2C(Nc2ccc(S(=O)(=O)N3CCOCC3)cc2)N1c1cccnc1` (stereo not given) as listed: INS promoter inh = /; sdo1 growth = 0.87; sdo1 growth Rescue 24 h = 0.86
# `CCCOc1ccc2[nH]cc(C(=O)O)c(=O)c2c1` as listed: INS promoter inh = /; sdo1 growth = 1.3; sdo1 growth Rescue 24 h = 1.8
# `CCOC(=O)C1CCN(C(=S)Nc2ccc(Cl)cc2C)CC1` as listed: INS promoter inh = 33; sdo1 growth = /; sdo1 growth Rescue 24 h = /

# Additional structures:
SMILES,INS promoter inh,sdo1 growth,sdo1 growth Rescue 24 h
CC(C)Oc1ccc(CSC(=N)N)cc1,23,-0.73,-1.2
Cc1ccnn1CC(=O)N/N=C/c1ccco1,39,0.05,-0.14
COc1ccc(CN2CCOCC2)c(C)c1C,-33,1.2,0.5
CC(C)Cc1nnc(NC(=O)CCC(=O)NC2CCCc3ccccc32)s1 (stereo not given),/,-0.12,-1.2
CC1=NN(C(=O)Cn2ccc([N+](=O)[O-])n2)C(O)(C(F)(F)F)C1 (stereo not given),-40,0.74,0.24
CCOC(=O)C1CCCN(C(=O)C2CCC(CNS(=O)(=O)c3ccc(NC(C)=O)cc3)CC2)C1 (stereo not given),-21,0.35,0.75
O=S(=O)(c1ccccc1)C1(S(=O)(=O)c2ccccc2)CCCC1,-25,-0.1,-0.69
CC1(C)Cc2ccccc2-c2n[nH]c(=S)n21,-9,-0.71,-1.1
CCCCn1c(SCC(=O)Nc2nnc(CC)s2)nc2ccccc2c1=O,-23,-0.91,-0.23
CCc1cc(CC)c(/C=N/NC(N)=O)c(CC)c1,0,/,/
Cc1cc([N+](=O)[O-])cc(C)c1OCC(=O)N/N=C/c1ccc(OC(=O)c2ccccc2)cc1,-40,0.82,1.8
CC(=O)N1c2ccccc2N(Cc2ccc([N+](=O)[O-])cc2)C(=O)C1(C)C,-26,-0.83,-0.86
CCOc1ccc(OCC)c(N=c2oc3c(C)ncc(CO)c3cc2C(N)=O)c1,/,1.3,1.1
COC(=O)c1cc2nc(-c3ccccc3)cc(C(F)(F)F)n2n1,-24,0.29,0.55
O=C(OCn1cncn1)c1ccc(Cl)cc1Cl,/,1.5,1.4
Cc1nn(C(C)C(=O)N2CCN(c3ccccn3)CC2)c(=O)c2cc3occc3n12 (stereo not given),/,-0.47,-1.1
COc1ccc(CC(=O)NNS(=O)(=O)c2ccc3ccccc3c2)cc1OC,-17,2.6,1.7
C/C(=N/NC(=O)C1CC1(c1ccccc1)c1ccccc1)c1cccs1 (stereo not given),/,-1.5,-0.99
CCOC(=S)SCC(=O)N1CCc2ccccc2C1C1C(=O)CCCC1=O (stereo not given),/,-0.35,-0.81
CC(c1nnc(SCC(=O)N2CCc3ccccc32)n1-c1ccc(Cl)cc1)N(C)C (stereo not given),3,-1.8,-1.4
Cc1ccc(-n2nc3c(c2NC(=O)c2ccccc2Br)CS(=O)C3)cc1 (stereo not given),/,-0.06,-0.8
CCOc1ccccc1CNC(=O)CCN1C(=O)COc2ccccc21,14,0.01,-0.14
Cc1cccc2sc(NC(=O)C3CCCO3)nc12 (stereo not given),-281,-0.19,-0.07
COC(=O)c1ccccc1NC(=O)c1ccccc1N(C)S(C)(=O)=O,-5,3.6,1.7
CCC(c1nnnn1Cc1ccco1)N1CCN(c2cc(Cl)ccc2C)CC1 (stereo not given),/,-1.2,-1.1
# The results go on:
SMILES,INS promoter inh,sdo1 growth,sdo1 growth Rescue 24 h
Cc1ccc(OCCN2CCN(C(=O)CCC(=O)Nc3nnc(C)s3)CC2)cc1,-15,1.8,2
O=[N+]([O-])c1nn(-c2ccc(Cl)cc2)n(O)c1=NCc1cccnc1,7,-0.85,-0.21
Cc1cccc(NC(=O)Nc2cc(C)on2)c1,-282,0.6,0.54
CN(C)/C=N/c1c(C#N)cnn1-c1nc2ccccc2s1,-21,-0.97,-0.49
COC(=O)c1ccc(C(NC(=O)OCc2ccccc2)/C(C)=C/[C@@H](C)C(=O)NCc2ccc(-c3ccccc3)cc2)cc1 (stereo not given in full),0,-0.31,-0.06
O=C(Nc1cccnc1)C1CCCN(S(=O)(=O)c2cccc3nsnc23)C1 (stereo not given),42,-0.25,-0.18
CC(C)(C)CC(C)(C)NC(=S)Nc1ccc(S(=O)(=O)N2CCOCC2)cc1,47,-0.19,0.26
CSc1ccc(Cl)c(C(=O)NCCOc2cc(C(C)C)ccc2C)c1,-67,0.21,0.53
Cc1c(C(=O)OCC(C)(C)CN(C)C)oc2ccccc12,12,0.18,0.25
COc1ccc(C(N)CCc2ccco2)cc1 (stereo not given),/,0.05,-0.43
CCCCOn1c(C)c(C(C)=O)c2c3no[n+]([O-])c3ccc21,-59,/,/
Cc1ccc(S(=O)(=O)C2(C(=O)NC3CCCC3)CC2)cc1,-320,-0.58,-1.2
O=S(=O)(NCc1cccnc1)c1ccccc1,27,0.18,-0.43
COCCNC(=O)c1ccc(CS(=O)(=O)c2ccccc2)o1,/,1.7,1.1
CCCc1ccc(OCc2ccc(C(=O)N/N=C/c3cccc([N+](=O)[O-])c3)o2)c(OC)c1,-16,0.3,0.46
COc1ccc(S(=O)(=O)N(CC(=O)N2CCN(C)CC2)c2ccc(C)cc2)cc1OC,14,0.52,0.05
CC(=O)Cc1c(C(=O)O)c(C)nn1-c1ccccc1,-6,/,/
COc1ccc(C(C(=O)NC2CCCCC2)N(C(=O)CCl)c2cccc(Cl)c2)cc1 (stereo not given),/,-0.88,0.27
Cc1ncoc1C(=O)Nc1ccc2c(c1)OCCO2,29,0.42,-0.53
CCOC(=O)c1nc(C)n(-c2cc(Cl)ccc2Cl)n1,17,0.89,0.42
Cc1nc(NCCCn2ccnc2)c2ccccc2n1,4,-0.49,-0.34
CSc1ccc(S(=O)(=O)Nc2ccc3c(c2)OCCO3)cc1,/,-0.6,-0.85
O=C(Nc1nccs1)c1cc(N2CCOCC2)nc2ccccc12,/,-0.13,-1.4
COc1ccc(C2CC(c3ccccc3)Nc3nc(N)nn32)cc1 (stereo not given),-33,-0.2,-0.62
Cc1ccc(-c2csc(N(C)C(=O)c3c(C)nn(-c4ccccc4)c3Cl)n2)cc1,/,-1.7,0
# More compounds:
SMILES,INS promoter inh,sdo1 growth,sdo1 growth Rescue 24 h
CCOC(=O)/C(N=Nc1c(Br)cc(Br)cc1Br)=C(\C)O,32,-1.4,-1.2
O=C(O)C1C2CCC(C2)C1C(=O)NCc1ccccn1 (stereo not given),/,0.62,0.42
O=C(/C=C/c1ccccc1)N1CCC(c2ccccc2)C1 (stereo not given),-19,0.49,0.18
O=c1[nH]cnc2scc(-c3ccsc3)c12,-22,-0.28,-0.44
Nc1ccc(NC(=O)c2cccs2)c(Cl)c1,-100,1,-0.04
CN(C)CCCN(C(=O)c1ccc(S(=O)(=O)N(C)C)cc1)c1nc2cc3c(cc2s1)OCO3,37,/,/
O=C(CCCc1cccs1)N1CCN(S(=O)(=O)c2ccccc2Br)CC1,-36,0.17,-0.2
O=C(CCCOc1ccccc1)Nc1ncccn1,38,2.1,0.78
COc1ccc(/C=c2\sc3nc(-c4ccccc4OC)nn3c2=O)c(OC)c1,/,-0.46,1.6
CS(=O)Cc1cc(Sc2ccccc2)nc(-c2ccncc2)n1 (stereo not given),40,/,/
Cc1ccc(Cl)cc1NC(=O)CSc1nnc(C)n1-c1ccccc1,-22,-0.91,-1.7
CCC(=O)Nc1nc2ccccc2n1Cc1ccccc1,12,-0.1,-0.54
CCOC(=O)C(=O)Nc1nnc(CCc2ccccc2)s1,50,-0.35,-0.87
CC(C)(C)OC(=O)NNC(=O)C12CC3CC(CC(C3)C1)C2,9,/,/
CC(=O)Nc1ccc(S(=O)(=O)NCc2ccc3[nH]c(C)cc3c2)cc1,/,0.74,0.32
C/C(=N\NS(=O)(=O)c1ccc(C)c([N+](=O)[O-])c1)c1ccc2c(c1)OCO2,44,/,/
Cc1cccn2c(=O)c3cc(C(=O)N4CCCc5ccccc54)n(C)c3nc12,6,/,/
Cc1nnc(Sc2nc3ccccc3o2)c2ccccc12,12,-0.4,-0.98
Cc1ccc(S(=O)(=O)Oc2ccc(/C=C3\N=C(c4cccc(C)c4)OC3=O)cc2)cc1,-5,1.1,0.35
CCCCNC(=O)COC(=O)c1cc2c(C)nn(-c3ccccc3)c2s1,/,-0.61,0.64
O=Cc1ccc(N2CCCC2)o1,41,/,/
COc1cc(C(=O)NCc2nnc(SCC(=O)Nc3nccs3)o2)cc(OC)c1OC,-144,/,/
O=C(c1cc(-c2cccs2)on1)N1CCN(C(c2ccccc2)c2ccccc2)CC1,-21,-1.1,-0.04
Cc1ccc(OCC2Cn3c(nc4c3c(=O)n(C)c(=O)n4C)O2)cc1 (stereo not given),-26,-0.03,-0.6
Cc1ccc(NC(=O)COC(=O)c2cc(Cl)ccc2[N+](=O)[O-])cc1,0,-0.52,-0.94

# Among those listed so far, three have a COOH group:
SMILES,INS promoter inh,sdo1 growth,sdo1 growth Rescue 24 h
CCCOc1ccc2[nH]cc(C(=O)O)c(=O)c2c1,/,1.3,1.8
CC(=O)Cc1c(C(=O)O)c(C)nn1-c1ccccc1,-6,/,/
O=C(O)C1C2CCC(C2)C1C(=O)NCc1ccccn1 (stereo not given),/,0.62,0.42

# The results go on.
SMILES,INS promoter inh,sdo1 growth,sdo1 growth Rescue 24 h
Cc1occc1-c1nnc(SCC(=O)c2c(N)n(Cc3ccccc3)c(=O)n(C)c2=O)n1C,6,-0.59,-1.2
Cc1ccc(S(=O)(=O)N(CC(=O)NN=C2CCN(C)CC2)c2ccc(C(C)C)cc2)cc1,0,/,/
COc1ccc(-c2csc(CCn3nc(C)cc3C)n2)cc1OC,45,/,/
CC1(C)CC(=O)C2=C(C1)OC(c1ccc(O)cc1)C(C#N)=C2N (stereo not given),27,-1.5,-1.6
O=c1cnnc(N/N=C/C2CC=CCC2)[nH]1 (stereo not given),-7,/,/
CC(C)c1ccc(NC(=O)C2C3C=CC4(CN(CCCN5CCOCC5)C(=O)C24)O3)cc1 (stereo not given),7,1.1,1.7
COC(=O)Cc1nc2ccccc2[nH]1,/,0.25,0.17
Cc1ccc(C)c(N2CCN(C(=O)CCCOc3cc(=O)n(C)c4ccccc34)CC2)c1,/,-0.92,-0.19
O=C(O)C1CCCCC1C(=O)NCCc1ccc(Cl)cc1 (stereo not given),44,1.4,0.81

# Outcome played no part in choosing rows; any-hit rate near 0.91%.
